Assay outcomes from PubChem BioAssay.
TLR4-MyD88 inh: blocks binding of human TLR4 to MyD88 | inhibition, % at 10 µM | actives 0.06% (n = 16,000) | O00206 | Cell-based TLR4-MyD88 binding inhibition assay; in the data active means inhibition above about 45%
Nox1 inhibitor: human Nox1 inhibition | actives 0.81% (n = 16,000) | AID 1792 | Q9Y5S8 | inhibition, % at 6.7 µM | HT29 cells, luminol chemiluminescence ROS
Target sequence (Q9Y5S8 whole entry, looked up): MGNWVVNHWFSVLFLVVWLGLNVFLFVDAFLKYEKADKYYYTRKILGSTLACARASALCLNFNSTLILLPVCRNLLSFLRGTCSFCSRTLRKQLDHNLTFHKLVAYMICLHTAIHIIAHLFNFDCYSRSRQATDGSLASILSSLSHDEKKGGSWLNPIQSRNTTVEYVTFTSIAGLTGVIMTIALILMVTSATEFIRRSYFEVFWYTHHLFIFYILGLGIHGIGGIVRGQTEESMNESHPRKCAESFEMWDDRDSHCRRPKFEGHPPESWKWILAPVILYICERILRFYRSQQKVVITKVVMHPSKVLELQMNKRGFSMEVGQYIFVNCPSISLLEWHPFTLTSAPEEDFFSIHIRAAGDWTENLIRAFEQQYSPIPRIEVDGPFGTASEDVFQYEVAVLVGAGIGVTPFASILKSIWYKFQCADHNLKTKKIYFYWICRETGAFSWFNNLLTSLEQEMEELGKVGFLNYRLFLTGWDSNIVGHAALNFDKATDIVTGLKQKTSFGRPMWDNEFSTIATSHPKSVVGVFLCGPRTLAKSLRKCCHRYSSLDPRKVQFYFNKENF
PME-1 Maybridge: Maybridge compound blocking human PME-1. actives 0.5% (n = 16,000). recombinant PME-1, FP-Rh probe fluorescence polarization. AID 2291. inhibition, % at 9 µM. Q9Y570; in the data active means inhibition above about 30%
OPRK1 antag MB: antagonists of human kappa opioid receptor OPRK1, Maybridge library | inhibition, % at 9 µM | P41145 | actives 0.4% (n = 16,000) | OPRK1 cells, antagonist mode, fluorescence readout | AID 652031; in the data active means inhibition above about 50%
NOTCH ag: activates NOTCH signaling in reporter cells; NOTCH signaling luciferase reporter cells, luminescence; activation, % at 2.5 µM; actives 0.4% (n = 15,000); in the data active means activation above about 2.2%
rat GALR2 ag: agonists of rat galanin receptor 2 (GALR2); cell-based GALR2 agonist screen; activation, % at 10 µM; actives 0.5% (n = 16,000); AID 833; in the data active means activation above about 15%
S1P1 ag: S1P1 (human) receptor agonism; P21453; S1P1 agonist cell-based reporter assay; activation, % at 4.5 µM; actives 1.5% (n = 16,000); AID 1044; in the data active means activation above about 80%
Target sequence (P21453 whole entry, looked up): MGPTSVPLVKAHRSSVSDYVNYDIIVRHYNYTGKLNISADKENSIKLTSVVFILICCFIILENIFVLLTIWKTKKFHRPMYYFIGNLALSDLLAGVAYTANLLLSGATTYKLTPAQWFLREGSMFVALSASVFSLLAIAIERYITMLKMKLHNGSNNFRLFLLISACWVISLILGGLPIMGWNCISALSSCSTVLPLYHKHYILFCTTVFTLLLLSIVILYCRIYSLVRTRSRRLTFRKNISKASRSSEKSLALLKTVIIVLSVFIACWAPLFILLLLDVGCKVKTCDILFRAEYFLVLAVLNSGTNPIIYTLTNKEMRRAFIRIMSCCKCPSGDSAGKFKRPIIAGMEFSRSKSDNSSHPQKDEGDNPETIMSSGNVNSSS
Luminol counter: quenches luminol chemiluminescence in Nox1 counter-screen. HRP/luminol/H2O2 chemiluminescence counterscreen. inhibition, % at 6.7 µM. actives 0.4% (n = 16,000). AID 1823; further: reference of the scale not given here
Starred values were filed as active, the others as inactive; . = no result given. Unless noted, no stated cut-off is given here; in the data, active means inhibition above about 75%; inactive means the rest.

SMILES | TLR4-MyD88 inh | Nox1 inhibitor | PME-1 Maybridge | OPRK1 antag MB | NOTCH ag | rat GALR2 ag | S1P1 ag | Luminol counter
CN1C(=O)c2ccccc2S12OC(=O)c1cccc3cccc2c13 (stereo not given) | -9 | 1 | 3 | 4 | -0.4 | -3 | 6 | -5
COC(=O)c1ccc(S(=O)(=O)NNC(=O)c2c(O)c3sccc3[nH]c2=O)n1C | 1 | -31 | 0 | 14 | 0.1 | -5 | -9 | 78*
N#CCC(=O)NNC(=S)Nc1ccccc1 | 4 | 90* | 2 | 1 | -0.4 | -8 | -10 | 18
NNC(=O)c1nc(COc2ccccc2Cl)no1 | 10 | -22 | -2 | 17 | -0.1 | -6 | 8 | 2
O=S(=O)(NCCSCc1ccco1)c1cc(S(=O)(=O)c2ccccc2)cs1 | 4 | 13 | 4 | -12 | -0.3 | -6 | 21 | 1
O=C1COCC(=O)N1c1ccc2c(c1)OCO2 | -4 | 21 | 6 | 8 | 0.2 | -5 | -5 | -6
COc1ccc(NC(=S)NC(=O)c2ccccc2)c([N+](=O)[O-])c1 | -4 | 16 | 8 | 0 | -0.1 | -6 | 2 | 5
COc1ccc(OC(=O)c2ccc3ncccc3c2)cc1 | 5 | 92* | 8 | 16 | -0.3 | -7 | 19 | -3
CCOC(=O)/C(C#N)=C/c1ccc(-c2cccs2)s1 | -3 | -32 | -1 | 19 | -0.4 | -6 | 14 | 12
Cn1c(=O)c2c(ncn2Cc2nnc(-c3ccccc3)o2)n(C)c1=O | -1 | 4 | 5 | -6 | -0.1 | -4 | -1 | -8
CS(=O)(=O)c1noc(-c2ccc(Cl)cc2)c1C#N | -12 | -2 | -1 | -19 | -1.7 | -3 | -6 | 3
O=C(NC(=S)Nc1ccc2c(c1)CCC2)c1ccccc1 | 4 | -7 | 4 | -6 | -0.4 | -3 | 3 | -12

3 of the compounds above, as labelled records:
mol: COC(=O)c1ccc(S(=O)(=O)NNC(=O)c2c(O)c3sccc3[nH]c2=O)n1C
  TLR4-MyD88 inh = 1 | Nox1 inhibitor = -31 | PME-1 Maybridge = 0 | OPRK1 antag MB = 14 | NOTCH ag = 0.1 | rat GALR2 ag = -5 | S1P1 ag = -9 | Luminol counter = 78*

mol: N#CCC(=O)NNC(=S)Nc1ccccc1
  TLR4-MyD88 inh = 4 | Nox1 inhibitor = 90* | PME-1 Maybridge = 2 | OPRK1 antag MB = 1 | NOTCH ag = -0.4 | rat GALR2 ag = -8 | S1P1 ag = -10 | Luminol counter = 18

mol: NNC(=O)c1nc(COc2ccccc2Cl)no1
  TLR4-MyD88 inh = 10 | Nox1 inhibitor = -22 | PME-1 Maybridge = -2 | OPRK1 antag MB = 17 | NOTCH ag = -0.1 | rat GALR2 ag = -6 | S1P1 ag = 8 | Luminol counter = 2

Later entries
SMILES | TLR4-MyD88 inh | Nox1 inhibitor | PME-1 Maybridge | OPRK1 antag MB | NOTCH ag | rat GALR2 ag | S1P1 ag | Luminol counter
O=C(NCC(O)c1ccccc1)Nc1cccs1 (stereo not given) | 15 | -38 | 2 | 0 | -0.3 | -7 | -3 | 15
O=C1NC(=S)S/C1=C/c1ccc(Sc2ccc(Cl)cc2)c([N+](=O)[O-])c1 | -3 | 25 | -11 | 18 | 1.8 | -10 | 14 | 4
N#C/C(=C\Nc1ccc(F)c(Cl)c1)C(=O)C1CC1 | -1 | -27 | 0 | -16 | -0.5 | -4 | -16 | 4
C=CCc1c(C)nc(-c2ccc(F)c(Cl)c2)[nH]c1=O | 1 | 3 | 0 | 2 | -0.3 | -2 | -30 | 2
O=C1c2ncccc2-c2cccnc21 | -2 | 0 | 0 | 19 | -0.9 | -7 | -22 | 1
Cc1cc(N2C(=O)CSC2c2cccnc2)no1 (stereo not given) | 4 | -29 | -2 | -1 | 0.0 | -7 | 4 | 4
C/C(=N\Nc1ncn[nH]1)c1ccc(Cl)c(Cl)c1 | 7 | -28 | -1 | -15 | -0.3 | -5 | 10 | -1
N/C(=N\OC(=O)c1cc(-c2ccc(Cl)cc2)oc1C(F)(F)F)c1cccs1 | 0 | -40 | -7 | -15 | -0.3 | -9 | -3 | 3
CN1CCN(c2nnc(-c3ccccc3)c(-c3ccccc3)n2)CC1 | -9 | -11 | -1 | -16 | -0.4 | 1 | 4 | 4
CCOC(=O)CN=C(NO)c1c(Cl)cccc1Cl | 2 | -10 | 1 | 10 | 0.1 | -2 | -8 | -1
CC(C)(C)C(=O)O/N=C(\N)Cc1cccc2ccccc12 | -13 | 1 | 7 | -14 | 0.0 | -6 | 0 | -5
Cc1c(NC(=O)C(C)(C)C)c(=O)n(-c2ccccc2)n1C | 0 | 12 | 5 | 2 | 0.2 | -4 | -7 | -7
O=C1CSCC(=O)N1c1csc(C(F)(F)F)c1-c1ccccc1 | 1 | -75 | 1 | 17 | 0.0 | -5 | 100* | 6
NC(=O)c1cccc(CS(=O)(=O)c2ccc(Cl)cc2)c1 | -14 | 7 | 3 | 3 | -0.8 | -5 | -3 | 2
COC(=O)c1c(NC(C)=O)csc1C | -1 | -22 | 2 | 18 | -0.2 | -5 | -7 | -5
COc1ccc(C(=O)NCCCCN2CCN(c3ncccc3C(F)(F)F)CC2)cc1 | -2 | -36 | -1 | 18 | -1.0 | -4 | 18 | 3
CC(=O)Nc1cc(Sc2ccc(Cl)cc2)c(F)cc1[N+](=O)[O-] | -2 | -77 | 0 | 12 | -0.5 | -7 | -9 | 2
O=C(/C(=C\c1cccs1)c1ccsc1)N1CCOCC1 | 6 | -15 | 2 | -12 | -1.2 | -5 | -4 | -2
O=C(O)CCn1nc(-c2ccc(F)cc2)ccc1=O | 2 | 14 | 4 | 11 | -0.9 | -5 | 1 | -6
CN(C)c1c(C=C(C#N)C#N)cc(C=C(C#N)C#N)c(N(C)C)c1C#N | -19 | -13 | -13 | -31 | 0.5 | -10 | 2 | 11
Cc1nn(C)c(C)c1Nc1n[nH]c(N)n1 | 9 | 77* | -5 | 2 | -0.4 | -2 | 48 | 22
CN(C)C(=S)Sc1c(O)c2ccccc2n(C)c1=O | 6 | -33 | 2 | -5 | -0.3 | -6 | -18 | 4
O=C(Nc1ccc(N2CCN(c3ncccc3C(F)(F)F)CC2)nc1)Nc1ccc(F)cc1F | -5 | 24 | -6 | 10 | -0.4 | -4 | 19 | 0
O=[N+]([O-])c1ccc(N/N=C2\CCOc3ccc(F)cc32)cc1 | -1 | 18 | 5 | 50* | -0.3 | 1 | 37 | 1
Cc1c(NS(=O)(=O)c2cn(C)cn2)c(=O)n(-c2ccccc2)n1C | 1 | -32 | 2 | -19 | 0.2 | -1 | -13 | 5
Cc1nc(Nc2ccccc2)sc1C(=O)c1cc2ccccc2s1 | 3 | -18 | -18 | 11 | -0.7 | -4 | -16 | -12
C#CC1(NC(=O)/C=C/C(=O)O)CCCCC1 | -4 | 14 | 0 | 6 | -0.2 | -9 | 2 | 2
CC1CN=C(N(CCc2ccccc2)C(=O)Nc2ccccc2)S1 (stereo not given) | -4 | -27 | 1 | -20 | 0.0 | -7 | -14 | 0
N#Cc1cnn2c1[nH]c(=O)c1ccccc12 | 0 | 40 | 4 | 5 | -0.2 | -5 | 12 | -8
COc1cccc(CC(=O)NC2CCN(c3ncc(C(F)(F)F)cc3Cl)CC2)c1 | 0 | 15 | -4 | -25 | -0.9 | -6 | 3 | -1
O=S(=O)(CCSCc1csc2ccccc12)c1ccc(Cl)cc1Cl | -2 | -49 | 2 | 7 | -5.4 | -4 | 8 | 0
CCOC(=O)CSc1nnc(-c2ccccc2)c(=O)n1-c1ccccc1 | -7 | -7 | 4 | -6 | 0.3 | -9 | -9 | -3
CN(C)/C=C/C(=O)c1ccc(C#Cc2ccccc2)cc1 | -3 | -27 | 2 | 6 | 0.0 | -12 | 34 | 1
O=C1CC2(CCCCC2)CC(=O)N1c1cccnc1 | 4 | -59 | -2 | -4 | 0.2 | -1 | -11 | 0
Cc1cc(O)cc2c1C(=O)CC(C)(C)O2 | 10 | 16 | 2 | 10 | -0.1 | -5 | -4 | -1
O=[N+]([O-])c1ccc(Oc2c(Cl)cccc2Cl)cc1 | 5 | -12 | 2 | 9 | -0.3 | -7 | 2 | -4

3 of the compounds above, tab-delimited:
mol	TLR4-MyD88 inh	Nox1 inhibitor	PME-1 Maybridge	OPRK1 antag MB	NOTCH ag	rat GALR2 ag	S1P1 ag	Luminol counter
CN1C(=O)c2ccccc2S12OC(=O)c1cccc3cccc2c13 (stereo not given)	-9	1	3	4	-0.4	-3	6	-5
COC(=O)c1ccc(S(=O)(=O)NNC(=O)c2c(O)c3sccc3[nH]c2=O)n1C	1	-31	0	14	0.1	-5	-9	78*
N#CCC(=O)NNC(=S)Nc1ccccc1	4	90*	2	1	-0.4	-8	-10	18

Other records.
SMILES | TLR4-MyD88 inh | Nox1 inhibitor | PME-1 Maybridge | OPRK1 antag MB | NOTCH ag | rat GALR2 ag | S1P1 ag | Luminol counter
Cc1cc(C)c(C#N)c(SCC(=O)Nc2c(C#N)cnn2-c2ccccc2)n1 | 7 | -47 | 2 | -10 | -0.7 | -9 | 8 | -1
Cc1ccc(C(=O)c2ccc(C)cc2)cc1 | -5 | -42 | 1 | -1 | -0.1 | -6 | -12 | 4
Fc1ccc(NC(=S)Nc2ccc3cn[nH]c3c2)cc1 | 5 | -15 | 6 | -11 | -0.5 | 0 | 10 | 6
Cc1noc(C)c1S(=O)(=O)N(Cc1ccccc1)C(C)C | -6 | -22 | -44 | -16 | -0.2 | 47* | 3 | 0
CC(C)NC(=O)NNC(=O)c1nc(-c2ccccn2)n[nH]1 | 3 | -41 | -7 | -9 | -0.6 | -7 | -19 | -1
CS(=O)(=N/C=C(\C#N)C(=O)c1ccc(Cl)cc1)c1ccc(Cl)cc1 (stereo not given) | 2 | -6 | 0 | -9 | 0.1 | -5 | 2 | 2
CN1CCN(c2ncnc3sc(-c4ccccc4)cc23)CC1 | 2 | 10 | 5 | 2 | -0.6 | -1 | 3 | 6
S=C(NCCCNC1CCCCC1)Nc1ccc(Cl)cc1 | 6 | -8 | -15 | 11 | -0.4 | 1 | 6 | 1
CC(=O)/C(=C\Nc1cc(C)nc(C)n1)S(=O)(=O)c1ccc(Cl)cc1 | 3 | -34 | 0 | -6 | 0.0 | -6 | -3 | 1
Cc1onc(-c2ccccc2Cl)c1C(=O)N1CCCN2C(=O)c3ccccc3C21 (stereo not given) | 4 | -111 | 3 | 14 | -1.3 | -3 | 1 | 2
O=C(O)Cc1noc2ccccc12 | -1 | -7 | 1 | -5 | . | -8 | -5 | 2
CCOC(=O)CSc1sc(C(=O)OCC)c(-c2cccs2)c1C#N | -9 | -58 | -8 | 27 | -0.3 | 2 | -17 | 1

One compound at a time, from the list above. Values in the order: TLR4-MyD88 inh, Nox1 inhibitor, PME-1 Maybridge, OPRK1 antag MB, NOTCH ag, rat GALR2 ag, S1P1 ag, Luminol counter
CS(=O)(=N/C=C(\C#N)C(=O)c1ccc(Cl)cc1)c1ccc(Cl)cc1 (stereo not given) is listed as 2, -6, 0, -9, 0.1, -5, 2, 2
CC(C)NC(=O)NNC(=O)c1nc(-c2ccccn2)n[nH]1 is listed as 3, -41, -7, -9, -0.6, -7, -19, -1
O=C(O)Cc1noc2ccccc12 is listed as -1, -7, 1, -5, ., -8, -5, 2
Cc1onc(-c2ccccc2Cl)c1C(=O)N1CCCN2C(=O)c3ccccc3C21 (stereo not given) is listed as 4, -111, 3, 14, -1.3, -3, 1, 2

The listing continues.
SMILES | TLR4-MyD88 inh | Nox1 inhibitor | PME-1 Maybridge | OPRK1 antag MB | NOTCH ag | rat GALR2 ag | S1P1 ag | Luminol counter
CC(C)(C)c1nnc(-c2cccc(NS(=O)(=O)c3ccc(-c4ccon4)s3)c2)o1 | 10 | 3 | 7 | 22 | -0.4 | -8 | 23 | -3
O=C1CCCCC(=O)c2ccccc2N1 | -8 | -37 | -1 | 7 | 0.1 | -5 | -3 | 1
O=c1[nH]nc(SCc2nnc(-c3ccc([N+](=O)[O-])cc3)o2)n1C1CCCCC1 | -9 | -64 | 0 | -7 | -0.8 | -7 | 13 | 3
O=C(N/N=C/C=C/c1ccccc1)C(=O)Nc1ccc(F)cc1 | 3 | -22 | -1 | 11 | 0.0 | -8 | 2 | 2
COc1ccc(Br)c(-c2nc(-c3ccccc3)no2)c1 | 4 | -32 | -10 | 8 | 0.1 | -10 | 47 | 4
N#Cc1c(F)cccc1NCc1cccnc1 | -2 | -53 | 1 | 0 | -5.5 | -6 | -9 | 0
COC(=O)C1=C(O)c2cccc3c2N(CCC3)C1 | 9 | -25 | -3 | -9 | -0.2 | -6 | 9 | 7
Cc1nn(C)c(N2CCOCC2)c1[N+](=O)[O-] | -1 | -38 | 1 | 1 | 0.2 | -2 | -18 | -1
CSc1sccc1/C=C(/C#N)C(=O)c1ccco1 | 1 | -21 | -1 | -9 | -0.3 | -5 | -11 | 3
O=[N+]([O-])c1cc(C(F)(F)F)cc([N+](=O)[O-])c1N1CCCC1c1cccs1 (stereo not given) | -6 | -22 | 10 | -23 | 0.1 | -9 | 71 | -1
